aGlu spleen mod: qHTS Assay for Inhibitors and Activators of Human alpha-Glucosidase From Spleen Homogenate; Lysosomal alpha-glucosidase (Homo sapiens), P10253; Potency, µM (highest dose often 79.9 µM), inactives show at the top dose activity change, negative = inhibition, usual class: inhibitors; AID 2112, 2009; 0.006% of 240,000 active; human spleen homogenate, 4-MU-alpha-glucoside fluorescence;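 further: potency means the concentration at half of the fitted maximal effect; 0% = enzyme with vehicle and -100% = no enzyme basal signal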
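AC50 values come from Hill-equation fits of concentration-response data, normalized to no-enzyme and full-activity controls. Enzyme source: 1 ug human spleen homogenate; 1 mM fluorogenic 4-MU glucoside, pH 5.0 citrate buffer, 37 C, 40 min.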
GAA glycogen: qHTS Assay for Inhibitors and Activators of Human alpha-Glucosidase Cleavage of Glycogen. Lysosomal alpha-glucosidase (Homo sapiens), P10253. recombinant GAA, glycogen substrate, Amplex Red glucose oxidase fluorescence. Potency, µM (titrated, usually from 76.4 µM), for the others: at the top dose activity change, negative = inhibition, hits mostly inhibitors. 0.38% of 300,000 active. AID 2100, 2009;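 further: potency means the concentration at half of the fitted maximal effect; 0% = full enzyme reaction and -100% = no-enzyme basal signal; the screen sought inhibitors and activators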
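Natural-substrate format: glycogen cleavage by 4 nM human enzyme, glucose read by Amplex Red coupling (Ex 573, Em 610 nm). Normalized to enzyme and no-enzyme controls.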
LMNA splice mod: qHTS Assay for Modulators of Lamin A Splicing; HeLa LMNA splicing GFP/RFP minigene ratio, 48 h; Potency, µM (highest dose often 46.1 µM), for the others: top-dose ratio change, negative = inhibition, most hits filed as inhibitors; 0.01% of 200,000 active; active means well fitted inhibition curve with a large enough effect in the signal ratio, with a control signal flat, not every such curve was filed as active; inconclusive means small, poorly fitted or top-dose-only effect, or effect the other way, or a change in a side signal; the % refers to the signal ratio; further: potency means the concentration at half of the fitted maximal effect; on the % scale 0 is the no-effect control and ±100 the full control effect
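S3 HeLa cells stably expressing lamin A-EGFP splicing minigene plus DsRed2, 600 cells/well, 48 h compound exposure at 37C. Laser-scanning cytometry; analysed as GFP (500-530 nm)/RFP (575-640 nm) total intensity ratio; 0.5% DMSO vehicle.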
HTT ATP protect: qHTS Multiplex Assay to Identify Dual Action Probes in a Cell Model of Huntington: Cytoprotection (ATP); PC12 HTT-Q103 induced, cytoprotection, ATP luminescence, 40 h; Potency, µM (titrated, usually from 56.4 µM), without a hit: cytoprotection (ATP increase), most hits filed as activators; 0.14% of 230,000 active; AID 1471, 2008;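 further: potency means the concentration at half of the fitted maximal effect; % of control where 0% means no effect; nearly all actives have a fitted effect of over 45% in size; toxic huntingtin expression switched on by the ecdysone agonist tebufenozide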
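Compounds were screened for protection of PC12 cells against cell death after tebufenozide induction (100 nM final) of mutant Huntingtin exon 1 (Q103) fused to GFP.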
GAA inh: qHTS Assay for Inhibitors of Human alpha-Glucosidase as a Potential Chaperone Treatment of Pompe Disease; purified human GAA, 4-MU-alpha-glucoside fluorescence; Potency, µM (titrated, usually from 76.9 µM), inactives show top-dose activity change, negative = inhibition, most hits filed as inhibitors; 0.005% of 200,000 active; AID 1466, 2008;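 further: potency means the concentration at half of the fitted maximal effect; plate controls were uninhibited enzyme wells for no effect and no-enzyme background for full effect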
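AC50 values come from Hill fits of compound titrations (up to 77 uM) against 4 nM human enzyme. Substrate 4-methylumbelliferyl-alpha-D-pyranoside at 400 uM, pH 5.0 citrate buffer, 20 min room temperature; fluorescence Ex 365/Em 440 after alkaline stop.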
HttQ103 aggreg: qHTS Multiplex Assay to Identify Dual Action Probes in a Cell Model of Huntington: Aggregate Formation (GFP); PC12 HttQ103-GFP aggregates, Acumen cytometry, 40 h; Potency, µM (top dose mostly 46.1 µM), for the others: at the highest dose activity change, negative = inhibition, usual class: inhibitors; 1.1% of 220,000 active; further: potency means the concentration at half of the fitted maximal effect; on the % scale 0 is the no-effect control and ±100 the full control effect; nearly all actives have a fitted effect of over 60% in size
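Aggregates are detected as GFP objects 1–25 µm with signal 6 STDEV over background in lysates of induced PC12 cells. These carry Huntingtin exon 1 with 103 glutamines fused to GFP under an ecdysone promoter; compounds titrated.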
CBFb-RUNX1 inh: qHTS Assay for Compounds Blocking the Interaction Between CBF-beta and RUNX1 for the Treatment of Acute Myeloid Leukemia; Potency, µM (titrated, usually from 59.8 µM), for the others: at the top dose activity, negative = inhibition, actives largely listed as inhibitors; AlphaScreen CBFb-His/RUNX1-biotin binding, biochemical; 230,000 tested, under 10 active; further: % of control where 0% means no effect
Target sequence (Q01196 whole entry, looked up): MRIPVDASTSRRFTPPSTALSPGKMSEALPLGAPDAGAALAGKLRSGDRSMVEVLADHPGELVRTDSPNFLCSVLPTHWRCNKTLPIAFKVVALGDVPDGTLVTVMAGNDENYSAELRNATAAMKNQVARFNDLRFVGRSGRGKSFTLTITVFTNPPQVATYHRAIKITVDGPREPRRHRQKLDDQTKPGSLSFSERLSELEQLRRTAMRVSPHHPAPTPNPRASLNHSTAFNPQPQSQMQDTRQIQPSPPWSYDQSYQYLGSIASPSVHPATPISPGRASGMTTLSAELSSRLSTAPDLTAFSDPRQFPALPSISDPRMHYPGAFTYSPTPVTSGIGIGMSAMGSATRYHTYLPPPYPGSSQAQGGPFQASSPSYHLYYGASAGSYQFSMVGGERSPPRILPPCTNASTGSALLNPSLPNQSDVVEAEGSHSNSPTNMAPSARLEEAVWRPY
Target sequence (Q13951 whole entry, looked up): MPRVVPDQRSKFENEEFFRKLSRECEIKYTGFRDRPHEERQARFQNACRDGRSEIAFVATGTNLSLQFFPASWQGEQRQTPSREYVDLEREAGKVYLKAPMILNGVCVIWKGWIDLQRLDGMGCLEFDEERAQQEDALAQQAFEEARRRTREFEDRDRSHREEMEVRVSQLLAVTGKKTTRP
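Inhibition was taken as any reduction in AlphaScreen signal from the CBF-beta–RUNX1 pair (His and biotin tags, 30 nM each), measured after compound (15 min) and bead (90 min) incubations at room temperature.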
* = called active by the depositor; u = inconclusive; x = no result given; [ ] = remark or other dose. Unless noted, the call rests on the fitted dose curve; in most records, active means well fitted curve in the direction sought with a large enough effect; inconclusive means small, poorly fitted or top-dose-only effect, or another doubt; inactive means no such curve, though single readings can be large; an effect the other way counts as inactive or inconclusive.

SMILES	aGlu spleen mod	GAA glycogen	LMNA splice mod	HTT ATP protect	GAA inh	HttQ103 aggreg	CBFb-RUNX1 inh
O=C(CCSCCC(=O)NCc1cccs1)NCc1cccs1	3%	5%	5%	-1%	0%	4%[9.22 µM]	-1%
O=C(CN1C(=O)NC2(CCCc3ccccc32)C1=O)NCc1ccco1 (centres undefined)	-7%	5%	6%	-26%	0%	32%	-3%
O=C(CSc1nc(O)c(Cc2ccccc2)c(=O)[nH]1)Nc1nc2c(s1)CCCC2	1%	-14%	u	-41%[inhibitor]	u	u	-3%
CCOC(=O)C1CCN(S(=O)(=O)c2ccc(OCC(=O)OC)cc2)CC1	-13%	-2%	3%	6%[0.074 µM]	-5%	-6%	4%
O=c1c(-c2ccnn2-c2ccccc2F)cnc2n1CCS2	1%	6%	2%	-8%	-8%	13%	2%
O=C(CCC(=O)N(CC(=O)NC1CCCCC1)Cc1ccco1)Nc1nccs1	-7%	2%	-2%	-18%[10 µM]	-8%	0%	-1%
COc1ccc(N2CC(O)=C(c3nc(-c4ccc(Br)cc4)cs3)C2=N)cc1	6%	7%	u	-19%	0%	u	26%
COC(=O)c1c(-c2ccccc2)csc1N	-2%	0%	u	-12%	3%	-30%	-9%
O=C(O)CCCNc1n[nH]c(=O)[nH]c1=O	0%	12%	x	-16%	u	9%	-9%
N#Cc1cncc(-c2ccc3c(c2)OCCOCCOCCOCCOCCO3)n1	-7%	10%	u	x	-11%	-11%	-6%
CCOC(=O)c1cc2sc(C)cc2n1CC(=O)N(CC)CC	-4%	4%	-2%	6%	-8%	-10%	0%
CCN1CCN(Cc2c(O)c(Cl)cc3c(C)cc(=O)oc23)CC1	u	-1%	8%	-7%[10 µM]	u	15%	-6%
O=C(N/N=C/c1cccc(F)c1)c1c(O)c2c([nH]c1=O)CCCC2	1%	12%	2%	-2%[10 µM]	4%	18%	-11%
C=CC[C@@H]1C=C[C@@H](O/N=C2/[C@H]3O[C@@H]3[C@@H](O)[C@H]3[C@H]2CCn2c(=O)n(-c4ccccc4)c(=O)n23)[C@@H](CO)O1	-7%[17.4 µM]	x	x	-19%[10 µM]	x	x	-8%[13.1 µM]
COc1ccc(Nc2nc(NCC3CCCO3)c3ccccc3n2)c(OC)c1 (centres undefined)	1%	5%	u	-31%[inhibitor]	-2%	-15%	-8%
CCOC(=O)[C@@H](N)CS	x	x	u	25%	x	10%	x
CN(C)c1ccc(NC(=O)COC(=O)Cn2nnc3ccccc32)cc1	1%	14%	-7%	0%[10 µM]	-12%	4%	5%
CN1C(=O)/C(=C\c2ccc(-c3ccccc3)o2)SC1=S	-5%	19%	u	-33%[10 µM]	-7%	4%[9.22 µM]	-5%
Cc1ccc(NS(=O)(=O)c2ccc(Cl)s2)cc1S(=O)(=O)N(C)C	-4%	0%	u	x	5%	8%	-7%
CCOC(=O)c1c(C)n(O)c2ccc(Cl)cc2c1=O	-3%	6%	10%	-3%	1%	-1%	1%
O=C(Cc1ccccc1)NCc1ccccn1	-1%	7%	13%[46 µM]	13%[10 µM]	2%	2%[9.22 µM]	5%
CCc1ccc(NC(=O)CSc2nc3[nH]ncc3c(=O)[nH]2)cc1	0%	1%	-4%[46 µM]	-4%	-11%	-20%	7%
CN(C)CCN(Cc1ccco1)C(=O)c1cc2c(Cl)nc3ccccc3c2s1	-1%	2%	u	-23%	-6%	-17%	-15%
COc1cc(C(=O)NCc2ccccc2)cc(Br)c1OC	-5%	10%	u	x	2%	-27%	6%
CN1C(=O)/C(=C\c2cc(N=Nc3ccccc3)ccc2O)SC1=S	5%	-2%	u	-11%	4%	-18%	-14%
Next section.
SMILES	aGlu spleen mod	GAA glycogen	LMNA splice mod	HTT ATP protect	GAA inh	HttQ103 aggreg	CBFb-RUNX1 inh
CC(C)Nc1ncnc2c1nnn2Cc1ccccc1	4%	-3%	u	2%	5%	u	5%
Cc1cccc(C)c1Nc1nc2ccccc2o1	-16%	0%	-13%	-18%	1%	-7%	7%
Cc1cccc(-c2nnc(SCc3nc4ccccc4[nH]3)n2Cc2ccco2)c1	1%	3%	u	6%	0%	-2%	-10%
S=C(NCCc1ccc(Cl)cc1)NC1CC1	2%	14%	-19%[46 µM]	-27%	6%	-7%	8%
Cc1ccc(NCC(=O)Nc2c(C)n(C)n(-c3ccccc3)c2=O)cc1S(=O)(=O)N(C)C	1%	4%	x	17%[10 µM]	x	11%[9.22 µM]	3%
Cc1ccccc1C(=O)Nc1ccc(N2CCOCC2)nc1	-6%	-11%	8%	-22%	3%	-9%	-3%
OCc1cn(-c2ccccc2)nc1-c1ccc2c(c1)OCCO2	-4%	-1%	u	-20%[0.074 µM]	u	u	-4%
CCC(C)[C@@H](CN(N=O)[C@@H](Cc1ccccc1)CN(C)N=O)N(CCc1ccccc1)N=O (some centres undefined)	0%	2%	x	39%[10 µM]	x	27%[9.22 µM]	11%
COC(=O)COc1ccc2c(=O)c(-c3ccccc3OC)coc2c1	-1%	2%	x	-17%	3%	-22%	2%
CN1c2cccc3cccc(c23)N(C)C1(C)C	-11%	u	5%	-18%	u	8%	-1%
O=S(=O)(NCc1csc(-c2cccnc2)n1)c1cccs1	-7%	-4%	-9%	-5%	-4%	4%	-25%
CC(NC(=S)Nc1ccc([N+](=O)[O-])cc1)c1ccncc1 (centres undefined)	-4%	0%	u	-6%[10 µM]	u	5%	-3%
Cc1cccnc1NC(=O)C1CCCN(S(=O)(=O)c2ccc3c(c2)oc(=O)n3C)C1 (centres undefined)	-2%	-9%	1%	-26%	-4%	14%	-4%
O=C(c1ccc(N2CCOCC2)cc1[N+](=O)[O-])N1CCOCC1	3%	9%	x	-17%	-4%	17%	3%
COc1ccc(Cl)cc1NC(=O)C(=O)NCc1ccncc1	-4%	-14%	x	-54%[inhibitor]	0%	-6%	5%
COC(=O)CS(=O)(=O)c1ccc2c(c1)CC(=O)N2	-5%	-4%	-5%	5%[10 µM]	-5%	-12%	9%
O=C(c1ccc(F)cc1)N1CCN2C(=O)c3ccccc3C12c1ccccc1 (centres undefined)	-2%	3%	x	13%[10 µM]	x	1%[9.22 µM]	5%
Cc1ccc(SCC(=O)Nc2ccc(-c3nc4ccccc4[nH]3)cc2)cc1	-4%	-3%	5%	x	-3%	29%	-8%
CCN(CC)S(=O)(=O)c1ccc(NC(=O)c2ccc(N(C)S(C)(=O)=O)cc2)cc1	0%	-2%	u	-1%[1.9 µM]	-3%	u	4%
S=c1[nH]nc(-c2ccco2)n1-c1ccc(Cl)cc1	-2%	-17%	25%[46 µM]	1%[10 µM]	8%	4%[9.22 µM]	-4%
Cn1c(=O)n(-c2ccc(Cl)cc2)c(=O)c2c3c(sc21)COC(C)(C)C3	-2%	-2%	1%	-26%	1%	-5%	8%
Cc1cc(NC(=O)C2CCCN(S(=O)(=O)c3cnc[nH]3)C2)ccc1Br (centres undefined)	0%	-13%	-9%	8%	-4%	2%	2%
COc1cc(/C=N/Nc2ccc(Cl)c(C(=O)O)c2)ccc1OC(=O)c1ccco1	2%	u	x	-6%[10 µM]	u	24%	-6%
c1ccc(-n2ncc3c(NC4CCCCCC4)ncnc32)cc1	-5%	-1%	x	-6%[10 µM]	x	-10%[9.22 µM]	20%
CCCC(=O)N=C1SC2CS(=O)(=O)CC2N1c1ccc(-c2nc3ccc(C)cc3s2)cc1 (centres undefined)	-3%	-4%	-5%	24%[10 µM]	-5%	1%	1%

Copied from the list.
Under HttQ103 aggreg, Cc1ccc(SCC(=O)Nc2ccc(-c3nc4ccccc4[nH]3)cc2)cc1 reads 29%
Under HttQ103 aggreg, CCC(C)[C@@H](CN(N=O)[C@@H](Cc1ccccc1)CN(C)N=O)N(CCc1ccccc1)N=O (some centres undefined) reads 27%[9.22 µM]
Under GAA glycogen, O=S(=O)(NCc1csc(-c2cccnc2)n1)c1cccs1 reads -4%
Under HTT ATP protect, CC(NC(=S)Nc1ccc([N+](=O)[O-])cc1)c1ccncc1 (centres undefined) reads -6%[10 µM]
Under GAA inh, CCN(CC)S(=O)(=O)c1ccc(NC(=O)c2ccc(N(C)S(C)(=O)=O)cc2)cc1 reads -3%

Record cards (already shown):
Profile of CN1C(=O)/C(=C\c2ccc(-c3ccccc3)o2)SC1=S = aGlu spleen mod: -5%; GAA glycogen: 19%; LMNA splice mod: u; HTT ATP protect: -33%[10 µM]; GAA inh: -7%; HttQ103 aggreg: 4%[9.22 µM]; CBFb-RUNX1 inh: -5%
Profile of Cc1cccc(C)c1Nc1nc2ccccc2o1 = aGlu spleen mod: -16%; GAA glycogen: 0%; LMNA splice mod: -13%; HTT ATP protect: -18%; GAA inh: 1%; HttQ103 aggreg: -7%; CBFb-RUNX1 inh: 7%

New compounds follow.
SMILES	aGlu spleen mod	GAA glycogen	LMNA splice mod	HTT ATP protect	GAA inh	HttQ103 aggreg	CBFb-RUNX1 inh
CCN(CCNC(=O)C1CCCN(S(=O)(=O)CC)C1)c1ccccc1 (centres undefined)	-4%	-8%	2%	4%	-2%	3%	3%
COc1ccc([N+](=O)[O-])cc1NC(=O)c1cncc(Br)c1	5%	-7%	x	-43%[inhibitor]	3%	13%	1%
COc1ccc(OCCC(=O)NCCN2CCOCC2)cc1	9%	-9%	8%[46 µM]	x	-5%	18%	13%
N#Cc1c(-c2ccc(F)cc2)cc(-c2cccnc2)nc1N	2%	4%	4%	13%[10 µM]	u	0%	-2%
CSc1ccc(C(=S)N2CCN(CCO)CC2)cc1	4%	1%	-4%	-4%[10 µM]	-5%	-17%	6%
O=C(CCC(=O)NC1CCCCCC1)Nc1nnc(C(F)(F)F)s1	-3%	3%	0%	11%	-4%	4%	2%
CN(C)c1ccc(C(CN)c2c[nH]c3ccccc23)cc1 (centres undefined)	2%	-23%	-10%[46 µM]	-41%[inhibitor]	-1%[15.4 µM]	-20%	u
O=C(NCc1cccc(Cl)c1)NCc1cccc(Cl)c1	6%	-8%	-1%	-7%[10 µM]	-1%	-2%	-1%
Cc1ccc(Cl)cc1NC(=S)NN	1%	u	x	13%[10 µM]	x	-10%[9.22 µM]	2%
Cc1noc(C)c1NC(=O)NC(c1ccccc1)c1ccccc1	-1%	4%	x	0%[10 µM]	x	12%[9.22 µM]	-3%

Source: PubChem
